Screening results (PubChem BioAssay)
DNA FID counter: displaces DNA intercalator in HCV helicase counter-screen; DNA fluorescent intercalator displacement, fluorescence; inhibition, % at 7.9 µM; hit rate 0.17% among 290,000; AID 1845; in the data active means inhibition above about 37%;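 further: 0% = vehicle and 100% = reference compound; higher means more ethidium bromide displaced from hairpin DNA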
VIM-2 inhibitor: blocks Pseudomonas aeruginosa VIM-2 metallo-beta-lactamase | purified VIM-2, nitrocefin hydrolysis, epi-absorbance fluorescence | hit rate 0.89% among 290,000 | inhibition, % at 5.6 µM;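 active means inhibition above the mean of all tested compounds plus 3 SD, cutoff set per screening run, cut at about 7.5% in these data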;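 further: red hydrolysis product quenches plate fluorescence so inhibitors raise well fluorescence; 0% = enzyme with DMSO and 100% = DMSO without enzyme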
MEKK2 WT-MEK5: raises or lowers MEK5 binding to wildtype human MEKK2 PB1 domain | bead flow cytometry, Alexa488-MEK5 binding to MEKK2 WT; actives lie on both sides | binding response (% of control), % at 10 µM | Q9Y2U5 | AID 1531 | hit rate 1.1% among 290,000; in the data active means binding response below about 67% or above about 130%
NALP1 inh: blocks the NALP1 inflammasome reconstituted in yeast. hit rate 0.61% among 280,000. inhibition, % at 10 µM. S. cerevisiae NALP1/ASC/caspase-1 growth, X-gal OD620, 72 h; in the data active means inhibition mostly above about 24%, no sharp cut-off; inactive means mostly below about 32%; further: some compounds called inactive have numbers as strong as hits
PfM18AAP inh: PfM18AAP enzyme inhibition | hit rate 1.2% among 290,000 | recombinant PfM18AAP, H-Glu-NHMec fluorogenic cleavage | inhibition, % at 7.35 µM | AID 1822;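 active means inhibition above the campaign mean inhibition over all tested compounds plus 3 SD, cut at about 28% in these data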;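 further: 0% = plate median of test compound wells and 100% = 2 mM ZnCl2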
IMP-1 inh: inhibitors of Pseudomonas aeruginosa IMP-1 metallo-beta-lactamase | purified IMP-1, nitrocefin hydrolysis, epi-absorbance fluorescence | inhibition, % at 5.6 µM | hit rate 0.45% among 290,000 | AID 1556;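 active means inhibition above the mean plus 3 SD of all compounds in the same screening run, cut at about 4.5% in these data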;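 further: 0% = IMP-1 with DMSO and 100% = DMSO wells lacking enzyme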
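Test system: recombinant IMP-1 enzyme, purified / Medium: HEPES buffer pH 7.1 with ZnSO4 and Brij 35 / Doses: single dose, 5.6 µM / Times: 25 °C, 15 min preincubation, 25 min reaction / Detection: Epi-absorbance via hydrolysed-nitrocefin quenching of white-plate fluorescence, 480/530 nm, EDTA stop / Evaluation: percent inhibition from optical density relative to buffer-blank wells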
HCV NS3 hel inh: HCV NS3 helicase inhibition; inhibition, % at 10.9 µM; AID 1800; NS3 helicase DNA unwinding, Cy5 molecular beacon fluorescence; hit rate 0.56% among 290,000;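 active means inhibition above the mean of all tested compounds plus 3 SD, set per campaign, cut at about 35% in these data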;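 further: 0% = DMSO wells and 100% = thioflavine S control wells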
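Compound dosing – single dose, 10.9 µM nominal final, DMSO 0.8% final · System – NS3 helicase fragment of HCV · Buffer or medium – MOPS pH 6.5, MgCl2, DTT, Tween20, BSA · Signal – Cy5 beacon fluorescence read at start and 1 h · Also added – annealed dual-labelled DNA beacon duplex, ATP-started · Schedule – 1 h at 25 °C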
MEKK2 mut-MEK5: signal of MEK5 binding to mutant human MEKK2 PB1 domain; bead flow cytometry, Alexa488-MEK5 binding to MEKK2 mutant; percent response, % at 10 µM; hit rate 0.35% among 290,000; AID 1530; in the data active means percent response above about 24%, passing the limit was not always enough; further: inactives centre near 1; some results filed as inactive read as strong as hits
SUMO HTRF inh: SUMOylation inhibition | P63279 | HTRF SUMOylation assay, SAE1/SAE2 + UBC9, in vitro | inhibition, % at 35 µM | hit rate 0.36% among 290,000 | AID 2006; in the data active means inhibition above about 50%, passing the limit was not always enough; further: strong numbers were not always called active
Target sequence (P63279 whole entry, looked up): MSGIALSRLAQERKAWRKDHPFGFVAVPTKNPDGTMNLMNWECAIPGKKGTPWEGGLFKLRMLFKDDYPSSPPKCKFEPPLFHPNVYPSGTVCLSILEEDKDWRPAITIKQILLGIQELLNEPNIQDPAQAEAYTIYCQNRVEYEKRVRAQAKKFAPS
An asterisk follows results filed as active.

For O=C(/C=C/c1ccco1)NC(=S)Nc1ccc(N2CCOCC2)c(Cl)c1 the results were DNA FID counter -6, VIM-2 inhibitor 1.0, MEKK2 WT-MEK5 101, NALP1 inh -1, PfM18AAP inh 7, IMP-1 inh 0.1, HCV NS3 hel inh -7, MEKK2 mut-MEK5 3 and SUMO HTRF inh 1.
CCOC(=O)c1c(C)nc2ccccc2c1-c1ccccc1 was read as DNA FID counter -21, VIM-2 inhibitor -1.3, MEKK2 WT-MEK5 118, NALP1 inh 37, PfM18AAP inh 3, IMP-1 inh -2.6, HCV NS3 hel inh -2, MEKK2 mut-MEK5 28 and SUMO HTRF inh 5.
For COc1ccc(-n2nnnc2/C(=C/N(C)C)C(=O)c2ccccc2)cc1 the results were DNA FID counter -4, VIM-2 inhibitor -1.8, MEKK2 WT-MEK5 105, PfM18AAP inh -7, IMP-1 inh -3.0, HCV NS3 hel inh -4, MEKK2 mut-MEK5 9 and SUMO HTRF inh 16.
COc1ccc(CC(=O)Nc2cc(C)on2)cc1OC was read as DNA FID counter -2, VIM-2 inhibitor 1.1, NALP1 inh -8, PfM18AAP inh 7, IMP-1 inh -0.4, HCV NS3 hel inh -3 and SUMO HTRF inh 8.
CCOc1ccc(Br)cc1CC(=O)O was read as DNA FID counter 0, VIM-2 inhibitor -4.3, MEKK2 WT-MEK5 97, PfM18AAP inh -7, IMP-1 inh -4.0, HCV NS3 hel inh -3 and MEKK2 mut-MEK5 -6.
`CCN(CC)CCn1c(=S)[nH]c2cc(C(=O)N3CC=C(c4ccccc4)CC3)ccc2c1=O` gave DNA FID counter -4, VIM-2 inhibitor -5.0, MEKK2 WT-MEK5 90, NALP1 inh -8, PfM18AAP inh 7, IMP-1 inh -3.5, HCV NS3 hel inh -9, MEKK2 mut-MEK5 -10 and SUMO HTRF inh 9.
For COc1cccc(NC(=S)NCCC(c2ccccc2)c2ccccc2)c1 the results were DNA FID counter -14, VIM-2 inhibitor -4.1, MEKK2 WT-MEK5 107, NALP1 inh 30, PfM18AAP inh -1, IMP-1 inh -5.0, HCV NS3 hel inh -31, MEKK2 mut-MEK5 0 and SUMO HTRF inh -7.
For CSc1ccccc1C(=O)Nc1cccc(N(C)S(C)(=O)=O)c1 the results were DNA FID counter -3, VIM-2 inhibitor -0.8, MEKK2 WT-MEK5 78, NALP1 inh 13, PfM18AAP inh -1, IMP-1 inh -0.2, HCV NS3 hel inh 1, MEKK2 mut-MEK5 -8 and SUMO HTRF inh 18.
Screening Cn1c(-c2ccc(F)cc2)cnc1NCc1cc2c(cc1[N+](=O)[O-])OCO2 returned DNA FID counter 5, VIM-2 inhibitor -2.6, MEKK2 WT-MEK5 103, NALP1 inh 27, PfM18AAP inh 10, IMP-1 inh -4.5, HCV NS3 hel inh -2, MEKK2 mut-MEK5 0 and SUMO HTRF inh -16.
Screening CCOCCOC(=O)Cn1cnc2scc(-c3ccc(C)cc3)c2c1=O returned DNA FID counter -20, VIM-2 inhibitor 1.2, MEKK2 WT-MEK5 117, NALP1 inh 14, PfM18AAP inh -3, IMP-1 inh -2.1, HCV NS3 hel inh 0, MEKK2 mut-MEK5 16 and SUMO HTRF inh 12.
For Cc1ccccc1NC(=O)CCCCC(=O)Nc1ccccc1C the results were DNA FID counter -2, VIM-2 inhibitor 0.3, MEKK2 WT-MEK5 106, NALP1 inh 11, PfM18AAP inh -9, IMP-1 inh 0.9, HCV NS3 hel inh -1, MEKK2 mut-MEK5 3 and SUMO HTRF inh 2.
`O=C(Nc1cnn(Cc2ccc(Cl)cc2Cl)c1)c1noc2c1CCCC2` gave DNA FID counter -7, VIM-2 inhibitor -1.5, MEKK2 WT-MEK5 111, NALP1 inh -64, PfM18AAP inh -11, IMP-1 inh -1.1, HCV NS3 hel inh -12, MEKK2 mut-MEK5 14 and SUMO HTRF inh -17.
Cc1oc(-c2ccccc2F)nc1CS(=O)(=O)CC(=O)NCCN1CCCC1 was read as DNA FID counter 11, VIM-2 inhibitor -0.1, MEKK2 WT-MEK5 105, NALP1 inh 29*, PfM18AAP inh -5, IMP-1 inh -0.1, HCV NS3 hel inh -11, MEKK2 mut-MEK5 0 and SUMO HTRF inh 14.
CCCCCn1c(=O)[nH]c2cc(C(=O)NCCN3CCCCC3C)ccc2c1=O (stereo not drawn) was read as DNA FID counter 22, VIM-2 inhibitor 1.2, MEKK2 WT-MEK5 111, NALP1 inh 6, PfM18AAP inh 7, IMP-1 inh -3.4, HCV NS3 hel inh -28, MEKK2 mut-MEK5 1 and SUMO HTRF inh 3.
`c1ccc(-n2cc(CN3CCCC(CN4CCCC4)C3)c(-c3ccc4c(c3)OCO4)n2)cc1` (stereo not drawn) gave DNA FID counter 40*, VIM-2 inhibitor -1.2, MEKK2 WT-MEK5 137, NALP1 inh 27, PfM18AAP inh -6, IMP-1 inh -3.3, HCV NS3 hel inh -33, MEKK2 mut-MEK5 26 and SUMO HTRF inh -6.
`CCC(C)(C(=O)NC1CCCCC1)N(CC1CCCO1)C(=O)CNC(=O)c1ccccc1` (stereo not drawn) gave DNA FID counter -27, VIM-2 inhibitor -1.0, MEKK2 WT-MEK5 107, NALP1 inh 6, PfM18AAP inh 35*, IMP-1 inh -1.6, HCV NS3 hel inh 1, MEKK2 mut-MEK5 4 and SUMO HTRF inh 22.
COc1ccc2[nH]c(C(=O)NCc3ccccc3)c(C)c2c1 was read as DNA FID counter -13, VIM-2 inhibitor -1.0, MEKK2 WT-MEK5 105, NALP1 inh 3, PfM18AAP inh 5, IMP-1 inh -2.9, HCV NS3 hel inh -1, MEKK2 mut-MEK5 10 and SUMO HTRF inh 19.
Screening N/C(=N\OC(=O)CCC1CCCCC1)c1ccc([N+](=O)[O-])cc1 returned DNA FID counter -1, VIM-2 inhibitor -3.3, NALP1 inh 24, PfM18AAP inh -18, IMP-1 inh -3.7, HCV NS3 hel inh 1 and SUMO HTRF inh -15.
For C=CCNC(=O)c1ccc(-n2cccc2)cc1 the results were DNA FID counter -2, VIM-2 inhibitor -4.8, MEKK2 WT-MEK5 122, NALP1 inh 3, PfM18AAP inh 6, IMP-1 inh -3.1, HCV NS3 hel inh -3, MEKK2 mut-MEK5 5 and SUMO HTRF inh 1.
`CCCCCC(=O)Nc1nc2ccccc2[nH]1` gave DNA FID counter -4, VIM-2 inhibitor -0.8, MEKK2 WT-MEK5 106, NALP1 inh 6, PfM18AAP inh 4, IMP-1 inh -1.3, HCV NS3 hel inh 12, MEKK2 mut-MEK5 -2 and SUMO HTRF inh 18.

2 compounds picked at random from those above:
For COc1ccc(-n2nnnc2/C(=C/N(C)C)C(=O)c2ccccc2)cc1 the results were DNA FID counter -4, VIM-2 inhibitor -1.8, MEKK2 WT-MEK5 105, PfM18AAP inh -7, IMP-1 inh -3.0, HCV NS3 hel inh -4, MEKK2 mut-MEK5 9 and SUMO HTRF inh 16.
COc1ccc(CC(=O)Nc2cc(C)on2)cc1OC was read as DNA FID counter -2, VIM-2 inhibitor 1.1, NALP1 inh -8, PfM18AAP inh 7, IMP-1 inh -0.4, HCV NS3 hel inh -3 and SUMO HTRF inh 8.

Next section.
Screening O=C(COc1ccc(Cl)cc1Cl)NCCCCc1ccccc1 returned DNA FID counter -18, VIM-2 inhibitor -0.7, MEKK2 WT-MEK5 100, NALP1 inh 5, PfM18AAP inh -1, IMP-1 inh -2.6, HCV NS3 hel inh -7, MEKK2 mut-MEK5 -1 and SUMO HTRF inh 9.
Screening OC1(c2cn(Cc3ccccc3)nn2)CCCCC1 returned DNA FID counter 1, VIM-2 inhibitor -2.8, MEKK2 WT-MEK5 101, NALP1 inh 14, PfM18AAP inh -3, IMP-1 inh -1.8, HCV NS3 hel inh 5, MEKK2 mut-MEK5 1 and SUMO HTRF inh 20.
Screening N#CCSc1nc2c(sc(=S)n2Cc2ccco2)c(=O)n1-c1ccc(F)cc1 returned DNA FID counter 3, VIM-2 inhibitor -3.5, MEKK2 WT-MEK5 93, NALP1 inh 0, PfM18AAP inh 2, IMP-1 inh -4.5, HCV NS3 hel inh 10, MEKK2 mut-MEK5 3 and SUMO HTRF inh -16.
For COCc1cc(C)nc(SCc2ccc(Cl)cc2)c1C#N the results were DNA FID counter -15, VIM-2 inhibitor -1.7, MEKK2 WT-MEK5 107, NALP1 inh 18, PfM18AAP inh -1, IMP-1 inh -1.7, HCV NS3 hel inh 6, MEKK2 mut-MEK5 6 and SUMO HTRF inh -1.
CC1=Nc2cc(C(=O)O)ccc2Sc2c(C)ccc(C)c21 was read as DNA FID counter -18, VIM-2 inhibitor -2.0, MEKK2 WT-MEK5 103, NALP1 inh 1, PfM18AAP inh 4, IMP-1 inh -2.9, HCV NS3 hel inh 25, MEKK2 mut-MEK5 6 and SUMO HTRF inh 13.
Screening O=C(CCSc1ccccc1)Nc1nnc(-c2cccs2)o1 returned DNA FID counter -12, VIM-2 inhibitor -4.5, MEKK2 WT-MEK5 99, NALP1 inh -10, PfM18AAP inh 9, IMP-1 inh -4.1, HCV NS3 hel inh 1, MEKK2 mut-MEK5 -4 and SUMO HTRF inh 11.
`CNC(=S)N/N=C/c1c2ccccc2c(Cl)c2ccccc12` gave DNA FID counter -5, VIM-2 inhibitor 0.2, MEKK2 WT-MEK5 83, NALP1 inh -18, PfM18AAP inh 9, IMP-1 inh -5.5, HCV NS3 hel inh 3, MEKK2 mut-MEK5 0 and SUMO HTRF inh 15.
Screening N#C/C(=C(/O)COC(=O)CSc1ccc(Cl)cc1)c1nc2ccccc2[nH]1 returned DNA FID counter -4, VIM-2 inhibitor -0.7, MEKK2 WT-MEK5 100, NALP1 inh 4, PfM18AAP inh 3, IMP-1 inh -1.2, HCV NS3 hel inh -6, MEKK2 mut-MEK5 0 and SUMO HTRF inh 3.
CCCN(CCC)S(=O)(=O)c1cccc(-c2csc(C)n2)c1 was read as DNA FID counter -31, VIM-2 inhibitor -1.0, MEKK2 WT-MEK5 100, NALP1 inh -3, PfM18AAP inh 1, IMP-1 inh -2.7, HCV NS3 hel inh -11, MEKK2 mut-MEK5 0 and SUMO HTRF inh -4.
CCOC(=O)c1nnn(CC(=O)Nc2cccc(F)c2)c1C(=O)OCC was read as DNA FID counter -7, VIM-2 inhibitor -3.7, MEKK2 WT-MEK5 109, NALP1 inh 38, PfM18AAP inh -6, IMP-1 inh -2.4, HCV NS3 hel inh -4, MEKK2 mut-MEK5 3 and SUMO HTRF inh -23.
Screening Cc1ccc(NC(=O)CN2CCN(C(=O)C3CCCO3)CC2)c(C)c1 (stereo not drawn) returned DNA FID counter -13, VIM-2 inhibitor -3.0, MEKK2 WT-MEK5 102, NALP1 inh 6, PfM18AAP inh 4, IMP-1 inh -2.8, HCV NS3 hel inh 2, MEKK2 mut-MEK5 5 and SUMO HTRF inh 6.
`COc1ccc(NC2CCCN(C(=O)CSc3ccccc3)C2)cc1OC` (stereo not drawn) gave DNA FID counter -21, VIM-2 inhibitor -2.9, MEKK2 WT-MEK5 103, NALP1 inh 10, PfM18AAP inh 4, IMP-1 inh -1.6, HCV NS3 hel inh -5, MEKK2 mut-MEK5 4 and SUMO HTRF inh -4.
